Assay outcomes: PubChem BioAssay, National Center for Advancing Translational Sciences (NCATS)
PTAP TSG101 blk: blocks PTAP/TSG101 interaction to inhibit HIV-1 budding; Potency, µM (highest dose often 115 µM), inactives show at the top dose activity change, negative = inhibition, usual class: inhibitors; 340,000 tested, under 10 active; AID 493005; Fluorescence polarization, FITC-PTAP peptide / Tsg101 binding; active means well fitted inhibition curve with a large enough effect in the main read-out, with a control signal flat, not every such curve was filed as active; inconclusive means small, poorly fitted or top-dose-only effect, or effect the other way, or a change in a side signal; inactive means no such curve, though single readings can be large or run the other way; further: potency means the concentration at half of the fitted maximal effect; % of control where 0% means no effect
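Fluorescence anisotropy tracks displacement of a FITC-tagged PTAP peptide (50 nM) from the Tsg101 binding domain (10 uM), following a 20 min room-temperature incubation at pH 7.5.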
Coupling enz: counter-screen for Giardia aldolase inhibitors: coupling enzyme system | activity change, negative = inhibition, % at 58.2 µM, hits read low | hit rate 0.67% among 290,000 | coupling enzyme system counterscreen, AmpLite Red fluorescence | AID 2472; in the data active means activity change below about -30%; further: on the % scale 0 is the no-effect control and ±100 the full control effect
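First, compound is pin-transferred into glyceraldehyde-3-phosphate coupling-enzyme reagent at 57.5 uM final and held 10 min at RT. Next, substrate, coupling system and AmpLite Red are added. After 20 min RT, fluorescence (525/598 nm) is read.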
GALK inhibitor: inhibitors of human galactokinase; Purified GALK, Kinase-Glo residual ATP luminescence; hit rate 0.007% among 270,000; AID 1868; P51570; Potency, µM (highest dose often 57.5 µM), for the others: at the highest dose activity change, negative = inhibition, most hits filed as inhibitors; further: potency means the concentration at half of the fitted maximal effect; on the % scale 0 is the no-effect control and ±100 the full control effect
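5 nM enzyme, 35 uM ATP, 100 uM galactose, 20 mM HEPES pH8.0, 5 mM MgCl2; 1 h RT; residual ATP by Kinase-Glo Plus luminescence, qHTS format.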
BCR signal inh: blocks chronic active B-cell receptor signaling | ABC-DLBCL IkBa-CBG/CBR reporter, luminescence ratio, 4 h | Potency, µM (titrated, usually from 46.1 µM), without a hit: at the top dose ratio change, negative = lower green/red ratio, most hits filed as inhibitors | hit rate 0.05% among 340,000; active means well fitted inhibition curve with a large enough effect in the signal ratio, with a control signal flat, not every such curve was filed as active; inconclusive means small, poorly fitted or top-dose-only effect, or effect the other way, or a change in a side signal; the % refers to the signal ratio;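 further: potency means the concentration at half of the fitted maximal effect; plate controls were basal doxycycline-induced cells for no effect and cells given 10 µM MG132 for full effect; MG132 reads +100%, hits lower the ratio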
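Compounds up to 46 uM were incubated four hours with TMD8 cells whose green CBG68 luciferase is fused to IkappaBalpha; red CBR luminescence normalised the signal, and concentration-effect curves were fitted to fusion, red and ratio data.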
PKM2 activator: increases activity of human pyruvate kinase M2. P14618. Potency, µM (series often up to 57.5 µM), without a hit: top-dose activation, most hits filed as activators. purified PKM2, Kinase-Glo ATP luminescence, activation; response scale: 0% is enzyme alone, no compound. AID 1631. hit rate 0.34% among 260,000; further: potency means the concentration at half of the fitted maximal effect; on the % scale 0 is the no-effect control and ±100 the full control effect; nearly all actives have a fitted effect of over 55% in size
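ATP formation by purified human PK-M2, quantified via coupled luciferase luminescence after 1 h at room temperature with 0.1 mM ADP and 0.5 mM PEP final.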
S-ASM inh: inhibitors of human secretory acid sphingomyelinase | hit rate 0.006% among 340,000 | placental ASM, HMU-PC fluorogenic substrate, 60 min | Potency, µM (doses to about 57.5 µM), for inactives: top-dose activity change, negative = inhibition, usual class: inhibitors | P17405; further: potency means the concentration at half of the fitted maximal effect
Target sequence (P17405 47-631 limits assumed): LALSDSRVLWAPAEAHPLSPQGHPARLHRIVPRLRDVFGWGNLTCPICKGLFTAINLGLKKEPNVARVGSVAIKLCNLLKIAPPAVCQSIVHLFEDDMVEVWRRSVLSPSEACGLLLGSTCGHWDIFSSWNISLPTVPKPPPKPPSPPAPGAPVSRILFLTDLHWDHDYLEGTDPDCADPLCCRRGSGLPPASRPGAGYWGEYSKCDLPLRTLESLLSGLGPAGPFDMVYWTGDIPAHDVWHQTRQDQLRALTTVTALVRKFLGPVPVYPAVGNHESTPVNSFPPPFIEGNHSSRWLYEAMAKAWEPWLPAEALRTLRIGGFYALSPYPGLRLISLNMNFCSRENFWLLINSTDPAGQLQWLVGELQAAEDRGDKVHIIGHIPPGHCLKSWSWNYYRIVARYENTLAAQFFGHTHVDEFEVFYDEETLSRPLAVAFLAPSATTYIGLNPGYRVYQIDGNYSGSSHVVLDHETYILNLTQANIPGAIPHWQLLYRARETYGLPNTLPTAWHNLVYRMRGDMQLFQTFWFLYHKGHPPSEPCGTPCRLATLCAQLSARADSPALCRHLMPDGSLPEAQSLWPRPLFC
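Fluorescence read-out (Ex 386 nm, Em 447 nm) after stopping the reaction at pH 10. Enzyme: ASM from human placenta; substrate HMU-PC0, 9 uM final; 60 min, 37 °C. Compound preincubation 10 min, ambient temperature.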
a7 integrin act: activators of alpha7 integrin expression for muscular dystrophy | alpha7betagal myoblasts, beta-gal FDG fluorescence, 48 h | Potency, µM (doses to about 38.3 µM), for inactives: top-dose activation, most hits filed as activators | hit rate 0.064% among 350,000 | AID 624291;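 further: potency means the concentration at half of the fitted maximal effect; 100% = response of the positive control SU9516; nearly all actives have a fitted effect of over 60% in size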
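Alpha7betagal+/- myoblasts (passage 13) were plated 16-24 hr, then exposed to compounds (1:260 dilution of DMSO stock) for 48 hours at 37C. After MPER lysis, β-galactosidase reporter activity was read as FDG fluorescence (ex 480/em 540) after 30 minutes.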
Giardia killer: Giardia lamblia killing; activity change, % at 7.66 µM, hits read low; Giardia lamblia trophozoite viability; AID 540267; hit rate 0.15% among 340,000; in the data active means activity change below about -80%; inconclusive means between about -30% and that limit;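 further: parasites exposed to compound for two days anaerobically before the ATP read; on the % scale 0 is the no-effect control and ±100 the full control effect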
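Luminescence from cellular ATP indicates surviving trophozoites (100 cells/well) following 48 hrs anaerobic compound treatment at 37 deg C; signal develops 15-30 min at room temperature.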
B2AR arrestin: agonists driving beta-arrestin recruitment to human beta2-adrenergic receptor | beta-arrestin recruitment to beta2AR, cell-based reporter | Potency, µM (series often up to 46.1 µM), for the others: at the highest dose activation, most hits filed as activators | hit rate 0.02% among 330,000;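 further: potency means the concentration at half of the fitted maximal effect; 0% = DMSO controls and full agonism = EC100 isoproterenol or metaproterenol; nearly all actives have a fitted effect of over 65% in size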
Tb PFK block: blocks T. brucei phosphofructokinase; T. brucei PFK, ADP-Glo luminescence; Potency, µM (titrated, usually from 57.5 µM), for inactives: top-dose activity, negative = inhibition, actives largely listed as inhibitors; hit rate 0.17% among 330,000; AID 485367;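 further: potency means the concentration at half of the fitted maximal effect; 0% = uninhibited 1x PFK enzyme wells and -100% = no-enzyme wells; nearly all actives have a fitted effect of over 60% in size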
Target sequence (O15648 whole entry, looked up): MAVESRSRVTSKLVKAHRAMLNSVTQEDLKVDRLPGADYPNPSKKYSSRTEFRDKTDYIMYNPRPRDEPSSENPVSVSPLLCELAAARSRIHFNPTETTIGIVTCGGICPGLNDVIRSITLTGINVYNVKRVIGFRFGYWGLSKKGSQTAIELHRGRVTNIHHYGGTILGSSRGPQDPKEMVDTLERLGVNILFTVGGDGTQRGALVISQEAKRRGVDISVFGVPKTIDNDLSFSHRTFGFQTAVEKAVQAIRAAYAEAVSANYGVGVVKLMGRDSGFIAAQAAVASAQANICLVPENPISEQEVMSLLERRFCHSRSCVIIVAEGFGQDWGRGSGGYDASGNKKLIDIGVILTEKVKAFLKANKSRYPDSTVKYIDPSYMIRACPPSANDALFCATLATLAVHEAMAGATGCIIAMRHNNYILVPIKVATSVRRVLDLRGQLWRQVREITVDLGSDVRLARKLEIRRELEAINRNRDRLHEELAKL
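Activity is normalized to no-enzyme wells (full inhibition) and 1.25 nM enzyme wells (no inhibition). Reaction: 0.5 mM F6P, 0.1 mM ATP, 45 min RT, ADP-Glo luminescence; concentration-response curves fitted and classed by quality.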
Menin-MLL TR inh: menin-MLL binding inhibition, Texas Red mutant peptide; O00255; Menin + Texas Red MLL mutant peptide, fluorescence polarization; Potency, µM (titrated, usually from 61.6 µM), without a hit: at the highest dose FP activity change, negative = inhibition, usual class: inhibitors; hit rate 0.23% among 270,000; active means well fitted inhibition curve with a large enough effect in the polarisation, with a control signal flat, not every such curve was filed as active; inconclusive means small, poorly fitted or top-dose-only effect, or effect the other way, or a change in a side signal; inactive means no such curve, though single readings can be large or run the other way; the % refers to the polarisation; further: potency means the concentration at half of the fitted maximal effect; % of control where 0% means no effect; many of its hits are not listed in these tables
Starred values were filed as active, the others as inactive; i = inactive; ? = inconclusive; nt = no result given; [ ] = another dose, or the depositor's remark. Unless noted, the call rests on the fitted dose curve; in most records, active means well fitted curve in the direction sought with a large enough effect; inconclusive means small, poorly fitted or top-dose-only effect, or another doubt; inactive means no such curve, though single readings can be large; an effect the other way counts as inactive or inconclusive.

molecule,S-ASM inh,GALK inhibitor,a7 integrin act,Coupling enz,B2AR arrestin,PTAP TSG101 blk,BCR signal inh,PKM2 activator,Menin-MLL TR inh,Tb PFK block,Giardia killer
Cc1cc2c(cc1C)CSC(c1ccccc1OC(=O)C(C)(C)C)SC2,-5%,4%,-11%,-4,0.1%,-4%,23%,5%,7%,2%,12
OC(CNCC1CCCO1)Cn1c2ccc(Br)cc2c2cc(Br)ccc21 (stereo not given),-18%,-4%,-70%[inhibitor],1,-0.7%,-5%,10%,1%,8%,-3%,-2
Cc1ccc(CNC(=O)CSc2c3c(nc4cc(Cl)ccc24)CCCC3)o1,5%,-5%,-39%,1,-1.1%,1%,?,18%,nt,0%,-11
O=C(COC(=O)c1ccc(F)c(S(=O)(=O)N2CCOCC2)c1)NCc1ccc2c(c1)OCO2,2%,nt,1%,nt,-0.5%,0%,-9%,nt,nt,0%,-4
Nn1c(SCc2c(F)cccc2F)nnc1-c1ccccn1,12%,10%,4%,1,3.5%,-6%,-1%,-4%,nt,-6%,13
CCc1nc2ccc(C(=O)N(C)CC(=O)Nc3cccc(F)c3)cc2nc1CC,-5%,nt,-7%,nt,-0.2%,0%,-1%,nt,nt,0%,-7
Cc1nc(SCC(=O)N(C)Cc2ccco2)c2c(C)c(C)sc2n1,-2%,2%,0%,2,0.0%,-5%,3%,16%,-17%,-3%,-4
Cc1cccc2sc(N(CCCN(C)C)C(=O)CCc3ccccc3)nc12,-2%,1%,-68%[inhibitor],6,-0.6%,-4%,?,0%,-7%,0%,8
Cc1ccc(S(=O)(=O)Cc2nnnn2-c2ccccc2)cc1,-2%,-2%,-13%,-3,-0.1%,-3%,?,8%,2%,0%,-4
CC(=O)c1cc2ccc(O)cc2oc1=O,i,-3%,-11%,5,-0.8%,-19%,-6%,-6%,nt,1%,1
C=CCN1C(=O)CSc2ccc(C(=O)NCc3ccc(F)cc3)cc21,-1%,-3%,26%,nt,-0.7%,3%,0%,nt,nt,2%,-23
CCOC(=O)CC(NC(=O)Cn1nnc(-c2ccccc2F)n1)c1ccccc1Cl (stereo not given),1%,5%,-29%,0,0.2%,2%,-1%,2%,11%,0%,10
Cc1ccccc1NC(=O)C1CC(=O)N(c2ccccc2F)C1 (stereo not given),-1%,0%,-8%,3,0.2%,-3%,5%,0%,11%,0%,-14
Cc1ccc(C)c(CN2C(=O)C(C)Oc3ccc(C)cc32)c1 (stereo not given),-1%,1%,24%,2,-0.9%,-3%,1%,0%,-9%,3%,28
COC(=O)C1CCN(C(=O)COc2ccc(Cl)cc2)CC1,2%,-1%,0%,-16,0.0%,-2%,?,18%,1%,0%,8
Cc1ccc(NC(=O)COC(=O)C2CCC2)cc1S(=O)(=O)N1CCCCC1,-1%,nt,10%,nt,0.0%,0%,-3%,nt,nt,-7%,0
COC(=O)[C@H](Cc1ccccc1)NC(=O)c1cc(COc2c(F)cccc2F)on1,-3%,5%,-3%,3,0.4%,-2%,4%,4%[0.46 µM],2%,-13%,38[activator]
Cc1ccc(-c2cn(CCN)c(-c3ccc(Cl)nc3)n2)cc1,-1%,nt,23%,nt,0.0%,nt,6%,nt,nt,0%,8
CC(C)(C)c1ccc(C(=O)c2c[nH]c(C(=O)NCc3cccnc3)c2)cc1,0%,0%,-42%,4,0.4%,-3%,?,-2%,5%,6%,1
N#CC1=C(N)OC2=C(CCc3ccccc32)C1c1ccccc1 (stereo not given),31%[activator],1%,-16%,1,-0.4%,-6%,?,-2%,-1%,1%,-9
CC(OC(=O)C1CC1C)C(=O)Nc1ncc(Cl)cc1Cl (stereo not given),-4%,nt,31%,nt,0.0%,-2%,-21%,nt,nt,3%,27
Brc1ccc(CSc2ncnc3nc[nH]c23)cc1,-6%,-1%,-15%,-4,-0.2%,-5%,?,-22%,-3%,-19%,-14
C=CCc1c(C)nc2cc(-c3ccc(C)cc3)[nH]n2c1=O,-5%,-4%,?,2,0.2%,-1%,?,-1%[11.5 µM],-1%,3%,-27
O=C(COC(=O)c1cc([N+](=O)[O-])ccc1N1CCOCC1)Nc1c(Cl)cccc1C(F)(F)F,-5%,-5%,-11%,1,-1.0%,-3%,-1%,0%,10%,-3%,-13
COc1ccc(C(=O)NCc2ccc(C(=O)O)o2)cc1,-3%,-3%,34%,0,0.4%,-5%,1%,0%,2%,-2%,26

3 compounds out of the list above, ordered by their value in Menin-MLL TR inh, low to high.
| SMILES | S-ASM inh | GALK inhibitor | a7 integrin act | B2AR arrestin | PTAP TSG101 blk | PKM2 activator | Menin-MLL TR inh |
| --- | --- | --- | --- | --- | --- | --- | --- |
| Cc1ccc(C)c(CN2C(=O)C(C)Oc3ccc(C)cc32)c1 (stereo not given) | -1% | 1% | 24% | -0.9% | -3% | 0% | -9% |
| Cc1cccc2sc(N(CCCN(C)C)C(=O)CCc3ccccc3)nc12 | -2% | 1% | -68%[inhibitor] | -0.6% | -4% | 0% | -7% |
| Cc1ccc(S(=O)(=O)Cc2nnnn2-c2ccccc2)cc1 | -2% | -2% | -13% | -0.1% | -3% | 8% | 2% |

Quoted at random: two entries already listed.
molecule,S-ASM inh,GALK inhibitor,a7 integrin act,Coupling enz,B2AR arrestin,PTAP TSG101 blk,BCR signal inh,PKM2 activator,Menin-MLL TR inh,Tb PFK block,Giardia killer
Cc1ccc(C)c(CN2C(=O)C(C)Oc3ccc(C)cc32)c1 (stereo not given),-1%,1%,24%,2,-0.9%,-3%,1%,0%,-9%,3%,28
Cc1ccc(-c2cn(CCN)c(-c3ccc(Cl)nc3)n2)cc1,-1%,nt,23%,nt,0.0%,nt,6%,nt,nt,0%,8

The list goes on:
molecule,S-ASM inh,GALK inhibitor,a7 integrin act,Coupling enz,B2AR arrestin,PTAP TSG101 blk,BCR signal inh,PKM2 activator,Menin-MLL TR inh,Tb PFK block,Giardia killer
CCN1CCN(c2cc(C)c3cc(NC(=O)c4cnccn4)ccc3n2)CC1,-14%,0%,23%,-2,-0.9%,-5%,1%,3%,0%[11.7 µM],-1%,-3
CCC(C)NC(=O)COc1ccccc1[N+](=O)[O-] (stereo not given),2%,0%,-11%,2,-0.5%,-1%,-14%,-15%,11%,6%,12
O=C(CSc1n[nH]c(=O)n1C1CC1)Nc1ccc(Cl)cc1Cl,4%,nt,12%,nt,-0.2%,-4%,0%,nt,nt,-3%,-30
Cc1cccc(N2CCN(C(=O)CCN3C(=O)C4C5C=CC(C5)C4C3=O)CC2C)c1 (stereo not given),1%,1%,2%,1,-0.3%,-2%,15%,0%,-13%,9%,-8
Clc1ccc(-c2csc(N3CCSCC3)n2)cc1,-10%,0%,15%,1,-0.1%,-4%,?,2%,4%,0%,11
CCC1(c2ccccc2)NC(=O)N(CC(=O)Nc2ccccc2C(=O)N2CCCCC2)C1=O (stereo not given),6%,nt,12%,nt,0.4%,1%,-1%,nt,nt,-5%,4
CC(NC(=O)C(=O)NCc1cccs1)c1ccccc1 (stereo not given),1%,-1%,0%,1,0.5%,-5%,1%,nt,-30%,-1%,7
O=S(=O)(NCCN1CCOCC1)c1cc(Cl)c(Cl)cc1Cl,-4%,7%,24%,-5,-0.2%,-2%,6%,-2%[11.5 µM],2%,-4%,-5
COc1ccccc1-c1ccc(SCc2ccccc2)nn1,-1%,-1%,?,-2,-0.1%,1%,?,3%,-2%,-4%,13
COc1ccc(CC(=O)Nc2ccccc2NC(=O)c2ccco2)cc1OC,-1%,-3%,0%,3,-0.8%,-8%,0%,7%,11%,0%,0
CSc1ccc(NC(=O)CC(C)=O)cc1,-1%,4%,12%,1,-0.2%,-9%,1%,2%,-1%,2%,3
O=C(CSc1cccc[n+]1[O-])NN(c1ccccc1)c1ccccc1,8%,0%,5%,0,0.0%,-1%,?,2%,nt,0%,6
CCNCc1cc(OCC)c(OCC(=O)NCCc2ccccc2)cc1Cl,0%,4%,-14%,3,3.1%,-8%,?,-12%,28%,0%,-11

Only part of the results is shown. The share of hits here may be higher or lower than overall.
